# Screening results as filed in PubChem.
# U2OS ROS induce: ROS inducers in U2OS cancer cells, primary screen, cell-based, H2DCF-DA fluorescence | U2OS ROS induction | ROS induction (% of piperlongumine), % at 10 µM | 46,000 compounds, 2% hits; in the data active = ROS induction above about 79%, passing the limit was not always enough; inconclusive = no clear call, values can overlap the other calls;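 also: 0% = DMSO vehicle median and 100% = reference compound median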
# * = called active by the depositor; ? = inconclusive.
compound	U2OS ROS induce
COC(=O)c1c(NC(=O)CC2Nc3cccc4cccc(c34)NC2=O)sc(C)c1C (stereo unspecified)	50.3
O=c1c(=O)n2c(nn1CN1CCOCC1)sc1ccccc12	1.6
C[C@H]1CN([C@@H](C)CO)C(=O)c2cccc(NC(=O)Nc3ccccc3)c2O[C@H]1CN(C)S(=O)(=O)c1ccc(Cl)cc1	13.3
CNC[C@@H]1Oc2c(NC(=O)NC(C)C)cccc2C(=O)N([C@@H](C)CO)C[C@@H]1C	-9.7
CC(C)NC(=O)Nc1ccc2c(c1)CC(=O)N([C@H](C)CO)C[C@@H](C)[C@H](CN(C)S(=O)(=O)c1cccs1)O2	0.1
COc1ccc(NC(=O)Nc2ccc3c(c2)CC(=O)N([C@@H](C)CO)C[C@H](C)[C@H](CN(C)Cc2ccc(Oc4ccccc4)cc2)O3)cc1	31.3
C[C@H]1CN([C@@H](C)CO)C(=O)Cc2cc(NC(=O)Nc3cccc4ccccc34)ccc2O[C@@H]1CN(C)S(=O)(=O)c1ccc(F)cc1	51.2
COC(=O)c1ccccc1NC(=O)COc1ccc(Br)cc1C	14.9
C[C@@H]1CN([C@H](C)CO)C(=O)Cc2cc(NC(=O)Nc3ccc(C(F)(F)F)cc3)ccc2O[C@@H]1CN(C)Cc1ccc(C(=O)O)cc1	10.7
Cn1c(SCC(=O)c2ccc([N+](=O)[O-])cc2)nnc1-c1cccnc1	-5.5
COc1cccc(C2CC(C(F)(F)F)n3ncc(C(=O)NCc4cccnc4)c3N2)c1 (stereo unspecified)	100.7*
C[C@H](CO)N1C[C@H](C)[C@H](CN(C)C(=O)Nc2ccc3c(c2)OCO3)Oc2ccc(NC(=O)NC3CCCCC3)cc2C1=O	-2.7
C[C@@H]1CN([C@@H](C)CO)C(=O)c2cccc(NC(=O)c3cnccn3)c2O[C@H]1CN(C)S(=O)(=O)c1cn(C)cn1	-6.6
O=c1onc(-c2cccc(Cl)c2)n1-c1ccccc1	-7.3
Cc1ccc(S(=O)(=O)N(C)C[C@@H]2Oc3c(NC(=O)Nc4ccccc4)cccc3C(=O)N([C@@H](C)CO)C[C@@H]2C)cc1	16.1
Cc1ccc(OCC(=O)Nc2cc(-c3nc4ccc(C)cc4o3)ccc2Cl)c(C)c1	12.4
C[C@@H]1CN([C@@H](C)CO)C(=O)c2cc(NS(=O)(=O)c3ccc(Cl)cc3)ccc2O[C@H]1CN(C)C	-9.9
Cc1cc(C)nc(N/C(=N/S(=O)(=O)c2ccc(Br)cc2)N2CCC(C)CC2)n1	-10.8
COC(=O)c1c(F)c(F)c(Oc2ccc(Cl)cc2)c(F)c1N1CCCCC1	-5.1
O=C(Cn1cnc2c(nnn2-c2cccc(Cl)c2)c1=O)OCc1ccccc1	35.7
COC(=O)c1sc(S(=O)(=O)N2CCN(c3ccccc3OC)CC2)c(C(=O)OC)c1C	-4.9
C[C@H](CO)N1C[C@H](C)[C@H](CN(C)C(=O)Nc2ccc(C(F)(F)F)cc2)Oc2c(NC(=O)Nc3ccc4c(c3)OCO4)cccc2C1=O	22.0
C[C@H](CO)N1C[C@H](C)[C@@H](CN(C)C(=O)C2CCCCC2)OCc2cnnn2CCCC1=O	32.0
COc1ccc(S(=O)(=O)N(C)C[C@@H]2Oc3ccc(NC(=O)Nc4c(C)noc4C)cc3CC(=O)N([C@@H](C)CO)C[C@@H]2C)cc1	15.7
C[C@@H]1CN([C@@H](C)CO)C(=O)c2cccc(NS(=O)(=O)c3cn(C)cn3)c2O[C@H]1CN(C)C	-7.6

# Looked up above.
# `C[C@@H]1CN([C@H](C)CO)C(=O)Cc2cc(NC(=O)Nc3ccc(C(F)(F)F)cc3)ccc2O[C@@H]1CN(C)Cc1ccc(C(=O)O)cc1` | U2OS ROS induce = 10.7
# `C[C@@H]1CN([C@@H](C)CO)C(=O)c2cccc(NC(=O)c3cnccn3)c2O[C@H]1CN(C)S(=O)(=O)c1cn(C)cn1` | U2OS ROS induce = -6.6

# Further records.
compound	U2OS ROS induce
Cc1noc(C)c1S(=O)(=O)Nc1cccc2c1O[C@H](CN(C)C)[C@H](C)CN([C@@H](C)CO)C2=O	-3.7
CCOc1ccc2c(=O)c(Oc3ccccc3Br)coc2c1	0.9
COc1ccc(-c2cc(-c3ccccc3)c(C#N)c(SCS(=O)Cc3ccccc3)n2)cc1 (stereo unspecified)	87.1*
S=C(NC1CCCCC1)N1CCC(C2C=NC=N2)CC1 (stereo unspecified)	-3.5
COc1ccc(S(=O)(=O)N2CCOCC2)cc1C(=O)Nc1ccc(S(=O)(=O)C(F)F)cc1	10.8
COc1ccccc1-n1c(N)cc(=O)nc1SCC(=O)Nc1ccc(Br)cc1	-11.5
C[C@H]1CN([C@@H](C)CO)C(=O)c2cccc(NC(=O)c3nc4ccccc4s3)c2O[C@@H]1CN(C)C(=O)Nc1ccc2c(c1)OCO2	1.0
CNCC(O)Cn1c2ccccc2c2ccccc21 (stereo unspecified)	-9.4
CC(c1ccccc1)n1c(SCC(=O)c2csc3ccccc23)n[nH]c1=O (stereo unspecified)	7.9
Cn1c(SCC(=O)NC23CC4CC(CC(C4)C2)C3)nnc1-c1cccc([N+](=O)[O-])c1	-2.5
C=C1C(=O)O[C@H]2C(=C)[C@@H](CCC(=O)O)[C@@H](C)CC[C@@H]12	8.5
Cc1ccc(S(=O)(=O)N(C)C[C@@H]2Oc3ncc(-c4cc5ccccc5o4)cc3C(=O)N([C@H](C)CO)C[C@@H]2C)cc1	?
Nc1nnc(SCC(=O)c2ccccc2)s1	2.1
Cc1cc(C(F)(F)F)nc(SCC(=O)c2cccc([N+](=O)[O-])c2)n1	-9.5
COc1ccc(CNC(=O)Cn2nc(-c3ccccc3)ccc2=O)cc1	-1.7
COc1ccc(C)cc1S(=O)(=O)N(CC(N)=O)c1ccc(Cl)cc1	-3.9
Cc1cccc(Cn2c(SCc3ccc(C(=O)N4CCCCC4)cc3)nc3ccncc32)c1	-1.5
COc1ccc(S(=O)(=O)N(C)C[C@@H]2Oc3ccc(NC(=O)Nc4ccc5c(c4)OCO5)cc3CC(=O)N([C@H](C)CO)C[C@@H]2C)cc1	9.3
C[C@H](CO)N1C[C@H](C)[C@@H](CN(C)Cc2ccc3c(c2)OCO3)Oc2c(NS(=O)(=O)c3ccc(F)cc3)cccc2C1=O	14.6
CC1(C)CC(n2c(SCC(N)=O)nc3c(c2=O)C2(CCCC2)Cc2ccccc2-3)CCO1 (stereo unspecified)	-5.2
COc1cc(OC)cc(OCC(O)Cn2cnc3ccccc32)c1 (stereo unspecified)	5.7
C[C@H](CO)N1C[C@H](C)[C@@H](CN(C)Cc2ccc(Cl)c(Cl)c2)Oc2c(NS(=O)(=O)c3ccc(F)cc3)cccc2C1=O	-1.4
C[C@@H]1CN([C@@H](C)CO)C(=O)Cc2cc(NC(=O)Nc3ccc(F)cc3)ccc2O[C@@H]1CN(C)Cc1ccc(-c2ccccc2)cc1	14.8
Cc1ccc(S(=O)(=O)Nc2ccc3c(c2)C(=O)N([C@H](C)CO)C[C@H](C)[C@@H](CN(C)S(=O)(=O)c2ccc(F)cc2)OCCCC[C@@H](C)O3)cc1	15.6
COc1ccc(NC(=O)N(C)C[C@@H]2Oc3c(NC(=O)C4CCCCC4)cccc3C(=O)N([C@H](C)CO)C[C@@H]2C)cc1	-4.7

# In the list so far, these have a COOH group:
compound	U2OS ROS induce
C[C@@H]1CN([C@H](C)CO)C(=O)Cc2cc(NC(=O)Nc3ccc(C(F)(F)F)cc3)ccc2O[C@@H]1CN(C)Cc1ccc(C(=O)O)cc1	10.7
C=C1C(=O)O[C@H]2C(=C)[C@@H](CCC(=O)O)[C@@H](C)CC[C@@H]12	8.5

# Additional entries follow.
SMILES	U2OS ROS induce
Cc1cccc(NC(=O)Cn2cnc3c(oc4ccccc43)c2=O)c1	-0.1
Cc1noc(C)c1NC(=O)Nc1cccc2c1O[C@H](CN(C)S(=O)(=O)c1ccc(F)cc1)[C@@H](C)CN([C@H](C)CO)C2=O	64.2
CC(=O)OC[C@]12[C@H](OC(C)=O)[C@@H](OC(C)=O)[C@@H]3[C@@H](OC(C)=O)[C@@]14O[C@@]3(C)COC(=O)c1cccnc1[C@H](C)[C@@H](C)C(=O)O[C@@H]([C@H](O)[C@@H]2OC(=O)c1ccccc1)[C@]4(C)O	11.8
C[C@H](CO)N1C[C@H](C)[C@H](CN(C)S(=O)(=O)c2ccc(Cl)cc2)Oc2c(NS(=O)(=O)c3ccc(F)cc3)cccc2C1=O	44.5
C[C@@H]1CN([C@@H](C)CO)C(=O)CCCn2cc(nn2)CO[C@@H]1CN(C)Cc1cccnc1	-2.4
CCOC(=O)c1c(NC(=O)COc2ccccc2Br)sc(C)c1C	-6.1
C[C@@H]1CN([C@@H](C)CO)C(=O)c2cc(NC(=O)c3ccncc3)ccc2O[C@H]1CN(C)C(=O)Nc1ccc2c(c1)OCO2	-10.8
COc1ccc(NC(=O)CCCN2C(=O)c3ccccc3C2=O)cc1Cl	9.8
CCCCN(Cc1ccco1)C(=O)c1cc2c(s1)-c1ccccc1OC2	31.0
CCOC(=O)c1ccc(NC(=O)c2oc3c(c2C)-c2nn(Cc4ccc(C)cc4)cc2CC3)cc1	-16.6
Cc1cc(=O)[nH]c(SCC(=O)N2CCc3ccccc3C2)n1	7.2
C[C@H](CO)N1C[C@H](C)[C@@H](CN(C)Cc2ccc(C(F)(F)F)cc2)Oc2c(NS(=O)(=O)c3ccc(F)cc3)cccc2C1=O	9.1
COCC(=O)Nc1cc(Sc2ccccc2)ccc1N=C(NC(C)=O)NC(C)=O	2.9
Cc1ccc(CN(C)C[C@@H]2OCc3cnnn3CCCC(=O)N([C@@H](C)CO)C[C@@H]2C)cc1	-0.7
C[C@@H]1CN([C@H](C)CO)C(=O)c2cc(NC(=O)CCCCCC(=O)Nc3ccccc3N)ccc2O[C@@H]1CN(C)S(=O)(=O)c1cn(C)cn1	-2.9

# (next part)
SMILES	U2OS ROS induce
O=C1c2cccc3cccc(c23)C(=O)N1CC1CCN(CC(O)COc2c(F)cc(Br)cc2F)CC1 (stereo unspecified)	37.1
C[C@H](CO)N1C[C@H](C)[C@H](CN(C)C(=O)Nc2cccc3ccccc23)Oc2ccc(NC(=O)C3CC3)cc2C1=O	17.7
C[C@@H]1CN([C@@H](C)CO)C(=O)c2cccc(NC(=O)C3CCCCC3)c2O[C@@H]1CN(C)S(=O)(=O)c1ccc(Cl)cc1	2.1
COc1ccc(S(=O)(=O)N(C)C[C@@H]2Oc3c(NC(=O)NC4CCCCC4)cccc3C(=O)N([C@H](C)CO)C[C@@H]2C)cc1	-4.9
C[C@@H]1CCCCO[C@@H](CN(C)C(=O)c2ccncc2)[C@@H](C)CN([C@H](C)CO)C(=O)c2cc(NC(=O)Cc3ccccc3)ccc2O1	-7.3
CCCC(O)C#Cc1cnc2c(c1)C(=O)N([C@H](C)CO)C[C@H](C)[C@H](CN(C)C(=O)Nc1cccc3ccccc13)O2 (stereo partly specified)	10.0
C[C@@H]1CCCCO[C@@H](CN(C)C(=O)Nc2ccc3c(c2)OCO3)[C@@H](C)CN([C@H](C)CO)C(=O)c2cc(NC(=O)c3ccccc3)ccc2O1	6.8
C[C@H](CO)N1C[C@H](C)[C@H](CN(C)Cc2ccccc2)Oc2ccc(NC(=O)C3CCCCC3)cc2C1=O	-22.1
Cc1noc(C)c1NC(=O)Nc1ccc2c(c1)C(=O)N([C@@H](C)CO)C[C@@H](C)[C@H](CN(C)S(=O)(=O)c1cn(C)cn1)O2	-16.6
C[C@@H]1CN([C@H](C)CO)C(=O)Cc2cc(NC(=O)Nc3ccc(C(F)(F)F)cc3)ccc2O[C@H]1CN(C)C(=O)Nc1ccc(C(F)(F)F)cc1	-2.2
CC(C)NC(=O)Nc1ccc2c(c1)C(=O)N([C@H](C)CO)C[C@H](C)[C@H](CN(C)Cc1ccc(-c3ccccc3)cc1)O2	22.2
C[C@H]1CN([C@@H](C)CO)C(=O)Cc2cc(NS(=O)(=O)c3ccccc3)ccc2O[C@H]1CN(C)C(=O)Nc1ccc(C(F)(F)F)cc1	6.7
C[C@H]1CN([C@@H](C)CO)C(=O)c2cc(NC(=O)NC3CCCCC3)ccc2O[C@H]1CN(C)Cc1ccc(-c2ccccc2)cc1	-1.0
Cc1noc(C)c1S(=O)(=O)N(C)C[C@@H]1Oc2ccc(NC(=O)C3CC3)cc2CC(=O)N([C@H](C)CO)C[C@H]1C	-7.4
C[C@H]1CN([C@@H](C)CO)C(=O)c2cccc(NC(=O)Nc3cccc4ccccc34)c2O[C@H]1CN(C)Cc1ccc(C(=O)Nc2ccccc2N)cc1	40.5

# Following part.
SMILES	U2OS ROS induce
Clc1ccc(CSCc2nc3ccccc3[nH]2)cc1	-23.4
Cc1cccc(NC(=O)CSc2nc3ccccc3c(=O)n2C)c1C	-4.8
CCCC(=O)Nc1cc(C(=O)O)ccc1S(=O)(=O)c1ccc(Cl)cc1	18.3
COc1ccc(S(=O)(=O)N(C)C)cc1	-6.4
COC(=O)C1=C(N)Oc2cc(C)oc(=O)c2C1c1cccnc1 (stereo unspecified)	69.7
C[C@H]1CN([C@@H](C)CO)C(=O)c2cc(NC(=O)Nc3ccc4c(c3)OCO4)ccc2O[C@@H]1CN(C)S(=O)(=O)c1ccc(F)cc1	0.0
O=C(O)CCCCCC(=O)N/N=C/c1nccs1	-1.2
CC(C)C1Cc2c(sc3nc(SCC(=O)Nc4ccccc4)nc(N)c23)CO1 (stereo unspecified)	44.0
Cc1ccc(-n2c(=O)[nH]cc(C(=O)N3CCc4ccccc43)c2=O)cc1	-5.0
C[C@H]1CN([C@@H](C)CO)C(=O)Cc2cc(NC(=O)Nc3ccc4c(c3)OCO4)ccc2O[C@@H]1CN(C)Cc1ccc(Cl)c(Cl)c1	58.4
C[C@H]1CN([C@@H](C)CO)C(=O)Cc2cc(NS(=O)(=O)c3cn(C)cn3)ccc2O[C@H]1CN(C)C(=O)Nc1ccc2c(c1)OCO2	5.2
CCOc1ccc(-n2c(SCC(=O)N3CCOCC3)nnc2-c2ccncc2)cc1	0.5
Cc1ccc(-n2c3c(cc(C(=O)NC4CCSC4=O)c2=O)C(=O)CCC3)cc1 (stereo unspecified)	-3.4

# Part of the list above in a different format:
CCCCN(Cc1ccco1)C(=O)c1cc2c(s1)-c1ccccc1OC2
  U2OS ROS induce: 31.0
Cc1ccc(S(=O)(=O)N(C)C[C@@H]2Oc3c(NC(=O)Nc4ccccc4)cccc3C(=O)N([C@@H](C)CO)C[C@@H]2C)cc1
  U2OS ROS induce: 16.1
COc1ccc(S(=O)(=O)N2CCOCC2)cc1C(=O)Nc1ccc(S(=O)(=O)C(F)F)cc1
  U2OS ROS induce: 10.8

# These rows are one share of the data; count on the stated rates, not on these rows.
